M1 ag = human M1 muscarinic receptor agonism. P11229. CHO-K1 hM1, Fluo-8 calcium fluorescence, agonist mode; 0% DMSO, 100% acetylcholine EC100. activation, % at 3 µM. actives 0.33% (n = 360,000);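 active means activation above the run's mean compound activation plus 3 SD, cut at about 16% in these data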;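 further: peak over basal fluorescence ratio within a 140 s kinetic read after compound addition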
Target sequence (P11229 whole entry, looked up): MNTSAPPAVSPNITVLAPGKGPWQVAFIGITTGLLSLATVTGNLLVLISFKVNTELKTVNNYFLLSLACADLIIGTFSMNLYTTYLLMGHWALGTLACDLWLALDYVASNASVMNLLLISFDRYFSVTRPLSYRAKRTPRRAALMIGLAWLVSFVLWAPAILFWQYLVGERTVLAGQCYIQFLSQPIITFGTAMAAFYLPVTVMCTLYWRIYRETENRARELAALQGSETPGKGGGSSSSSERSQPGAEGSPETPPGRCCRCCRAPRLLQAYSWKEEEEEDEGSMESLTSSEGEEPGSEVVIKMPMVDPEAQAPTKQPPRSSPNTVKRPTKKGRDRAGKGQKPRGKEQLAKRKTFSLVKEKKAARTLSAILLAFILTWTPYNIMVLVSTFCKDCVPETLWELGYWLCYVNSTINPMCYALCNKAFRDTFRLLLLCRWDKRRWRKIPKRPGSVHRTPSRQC
TAAR1 antag = human TAAR1 antagonism; Q96RJ0; CHO RD-HGA16 TAAR1, Fluo-8 calcium fluorescence, antagonist; inhibition, % at 3 µM; actives 1.5% (n = 360,000); AID 624466;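 active means inhibition above a per-plate cutoff, the mean inhibition of test compounds on that plate plus 3 SD, cut at about 49% in these data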;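 further: 0% = DMSO plus EC80 beta-PEA response and 100% = DMSO alone without agonist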
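Material: RD-HGA16 CHO cells with stable hTAAR1 and Gα16; Dosing: single nominal final test compound concentration of 3 µM; Schedule: seeding 17-24 h prior, 75-min 37 °C, 30-min RT dye loading; Detection: kinetic Fluo-8 calcium fluorescence measurement; Measure: % inhibition from peak post-agonist over basal fluorescence ratio; Benchmarks: vehicle and agonist controls.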
CHO parental Ca = counter-screen: ATP calcium response change in parental CHO cells; inhibition, % at 5.6 µM; parental CHO-K1, ATP-induced calcium, Fluo-8 fluorescence; AID 463079; actives 0.63% (n = 330,000);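 active means inhibition above that plate's mean sample inhibition plus 3 SD, cut at about 26% in these data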;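 further: 0% = ATP-challenged DMSO wells and 100% = DMSO wells without ATP; some compounds past the cut are filed as inactive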
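Assay system: parental CHO cells; Read-out basis: percent inhibition of ATP-evoked calcium rise, normalized to controls; Benchmarks: ATP and no-ATP DMSO wells; Compound dosing: single nominal dose of 5.6 µM per compound; Signal: Fluo-8 calcium dye fluorescence; Also added: ATP as calcium-mobilizing challenge; Repeats: singlicate.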
OXTR potentiator = potentiates the human oxytocin receptor response | P30559 | CHO-OTR cells, Fluo-8 calcium fluorescence, potentiator mode; 0% = oxytocin EC15, 100% = EC100 | activation, % at 3 µM | actives 0.061% (n = 320,000);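 active means activation above that plate's cutoff, the mean activation of tested compounds plus 3 SD, cut at about 6.6% in these data, passing the limit was not always enough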;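 further: 100% uses oxytocin at 75 nM as the full agonist control; some results filed as inactive read as strong as hits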
Target sequence (P30559 whole entry, looked up): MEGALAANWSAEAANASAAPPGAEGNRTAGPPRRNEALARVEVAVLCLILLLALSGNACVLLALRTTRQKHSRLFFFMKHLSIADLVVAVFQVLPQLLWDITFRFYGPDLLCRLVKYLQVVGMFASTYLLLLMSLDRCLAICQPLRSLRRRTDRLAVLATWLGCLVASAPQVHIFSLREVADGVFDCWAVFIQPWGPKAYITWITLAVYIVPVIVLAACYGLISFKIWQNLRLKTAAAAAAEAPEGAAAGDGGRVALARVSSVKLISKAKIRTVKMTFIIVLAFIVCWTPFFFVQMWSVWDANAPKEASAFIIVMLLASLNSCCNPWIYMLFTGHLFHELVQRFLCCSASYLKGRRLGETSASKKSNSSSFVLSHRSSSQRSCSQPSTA
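test system = CHO-OTR cells, human receptor | compound = single-point 3.0 µM | schedule = 6 min compound pre-incubation at room temperature, 100 s kinetic read | signal = Fluo-8 no-wash calcium dye fluorescence, excitation 470-495 nm, emission 515-575 nm | repeats = single well per compound, singlicate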
V1R ag counter = activates human V1a receptor in oxytocin agonist counter-screen. actives 0.25% (n = 320,000). P37288. activation, % at 3 µM. CHO-V1R cells, Fluo-8 calcium fluorescence, agonist mode; 0% DMSO, 100% 3 nM vasopressin. AID 2797;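 active means activation above the mean activation of all tested compounds plus 3 SD, per screening run, cut at about 20% in these data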;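 further: signal is peak over basal fluorescence ratio across a 100 second FLIPR read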
OXTR ag = agonists of human oxytocin receptor | P30559 | CHO-OTR cells, Fluo-8 calcium fluorescence; normalized: DMSO 0%, oxytocin 100% | activation, % at 3 µM | actives 0.32% (n = 320,000);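 active means activation above the mean of all tested compounds plus 3 SD, cutoff set per screening run, cut at about 20% in these data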;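 further: peak over basal fluorescence ratio from a 100 s FLIPR kinetic read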
TAAR1 ag = human TAAR1 agonism. Q96RJ0. activation, % at 3 µM. CHO RD-HGA16 TAAR1, Fluo-8 calcium fluorescence; vehicle wells 0%, saturating PEA agonist 100%. AID 624467. actives 0.99% (n = 360,000);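 active means activation above the mean activation of all test compounds in the run plus 3 SD, cut at about 38% in these data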
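System: CHO-derived RD-HGA16 cells with stable Gα16 and human TAAR1 / Times: 17-24 h plating, Fluo-8 75 min 37 °C, 30 min RT / Technique: calcium-sensitive Fluo-8 signal, excitation 470-495, emission 515-575 nm / Measure: % activation relative to PEA EC100 response / Benchmarks: DMSO and PEA EC100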
M1 antag = antagonists of human M1 muscarinic receptor. P11229. AID 588852. inhibition, % at 3 µM. actives 1.3% (n = 360,000). CHO-K1 hM1, Fluo-8 calcium fluorescence, ACh EC80 antagonist;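 active means percent inhibition above its own plate's cutoff, namely the mean of that plate's compound wells plus 3 SD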;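 further: peak over basal fluorescence ratio during 140 s after agonist addition; 0% = ACh EC80 plus DMSO and 100% = DMSO alone without agonist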
CHRM1 PAM = human CHRM1 positive allosteric modulation; CHO-K1 hM1, Fluo-8 calcium fluorescence, ACh EC20; 0% = ACh EC20, 100% = maximal ACh; activation, % at 3 µM; actives 0.088% (n = 360,000); in the data active means activation above about 19%, passing the limit was not always enough
Active calls of the source: *; nt = not tested or not shown. Random draw from the library; 3.7% or so of the library scored in one or more.

Values run as follows: M1 ag, TAAR1 antag, CHO parental Ca, OXTR potentiator, V1R ag counter, OXTR ag, TAAR1 ag, M1 antag, CHRM1 PAM
> CCC(=O)c1c(CC)c2n3c1CC[C@H]3CCC2
    -4.0, 3.3, -7.7, -3.2, -0.5, -1.7, 11.0, -12.4, 8.9
> O=C(O)CCSc1nnc(-c2ccncc2)n1-c1ccccc1
    -0.3, -6.2, -7.3, -12.5, -0.3, -0.3, 5.0, -24.7, 4.2
> CCOC(=O)c1nnn(-c2nc(OC)nc(N(C)C)n2)c1-c1ccccc1
    -3.2, -3.5, -10.5, 3.4, 0.7, -1.5, 9.2, -25.0, 4.9
> CCOC(=O)c1cn2nc(Oc3ccc(C(=O)OC)cc3)ccc2n1
    -1.6, -26.6, -11.6, 6.0, 1.2, -0.8, 0.7, -11.1, 8.8
> CN(Cc1ccccc1)C(=O)COC(=O)c1ccc2ccccc2n1
    -15.8, 12.3, -15.8, -4.1, 1.0, -0.8, 1.4, -8.2, 1.2
> O=S(=O)(c1ccc(Cl)c2ccccc12)N1CCCC1
    -4.9, -28.8, -14.2, -1.0, -1.2, -2.0, 0.1, -10.7, 8.9
> CS(=O)(=O)NN1C(=O)c2ccccc2NC1c1ccccc1 (configuration not stated)
    -3.8, 0.3, 10.3, -2.2, 0.7, -0.6, 3.8, -7.0, 15.9
> COc1ccc(OC)c(-c2nnc(NC(=O)C(C)Sc3nncn3C)s2)c1 (configuration not stated)
    -2.9, 10.3, -21.5, -3.6, 0.9, 0.2, 3.7, -11.7, 3.9
> NC(=O)/C(=C/c1ccc2c(c1)OCO2)NC(=O)c1ccco1
    -3.9, 19.6, -1.6, -1.0, 1.6, 1.2, 0.8, -8.3, 12.6
> Cc1ccccc1C(=O)N1CCC(C(=O)Nc2cccc(F)c2)CC1
    -1.2, 7.3, -7.5, -0.2, 1.1, 1.6, 2.9, -4.5, 6.0
> O=C(NCCN1CCCCC1)Nc1ccccc1F
    -9.8, -17.6, -7.6, 1.0, 2.2, 2.4, 0.9, -10.0, 4.8
> COc1ccc(N2CCN(CC(=O)Nc3ccc(C)c(C)c3)CC2)cc1
    -2.4, -19.6, -18.8, 5.9, -0.9, -1.0, -0.3, -25.9, 13.1
> CCCCNC(=O)c1cccc2c(=O)c(C)c(-c3ccccc3)oc12
    -7.6, 26.2, -27.5, -4.9, -1.4, -2.3, 32.5, 7.0, -3.4
> COc1ccc(NCc2nnc(SCC(=O)Nc3ccc(OC)cc3)n2C)cc1
    -5.1, -16.1, 0.6, -14.4, 0.4, 0.2, 5.1, 6.6, -3.2
> Cc1c(S(=O)(=O)Nc2cc(Cl)ccc2Cl)c(=O)n(C)c(=O)n1C
    -4.2, -3.6, -10.3, -3.0, 0.2, -0.2, 0.9, -8.1, 7.1
> COc1cccc(CNC(=O)C2CCCN(S(=O)(=O)c3c(C)noc3/C=C/N(C)C)C2)c1 (configuration not stated)
    -3.7, -13.9, -4.6, -8.5, 0.4, 0.7, 0.4, 12.1, -5.9
> Cc1ccccc1NC(=O)COC(=O)c1cc(=O)c2ccccc2o1
    nt, nt, -2.6, -0.3, 1.8, 0.1, nt, nt, nt
> O=C(N1CCN(c2ccccc2)CC1)C1(S(=O)(=O)c2ccc(Cl)cc2)CC1
    2.0, -7.5, -11.7, -2.7, 2.9, 1.9, 3.0, -12.8, 8.9
> COc1cccc(N2CCN(Cc3nc(N)nc(Nc4ccccc4OC)n3)CC2)c1
    -2.9, -7.6, -10.8, 8.5, -0.5, -0.5, 0.8, 3.1, 1.3
> O=C(O)c1cc(N/N=C/c2c[nH]c3ccccc23)ccc1Cl
    -0.5, -6.5, 1.5, -2.0, 0.7, 0.6, 0.6, -5.8, 9.2
> Cc1ccc(S(=O)(=O)NN2C(=O)c3ccccc3NC2C)cc1 (configuration not stated)
    -6.2, -10.8, -13.7, -3.4, 0.7, -0.7, 4.4, -5.0, 5.5
> N#Cc1ccc(CC(C(=O)O)N2Cc3ccccc3C2=O)cc1 (configuration not stated)
    -4.2, -3.5, -2.5, -3.6, 0.6, 0.2, 0.9, -12.0, 13.9
> O=C(NC1CC2CCCC(C1)N2Cc1ccccc1)c1ccc([N+](=O)[O-])cc1 (configuration not stated)
    -9.5, -1.6, nt, nt, nt, nt, 3.5, -7.6, -7.8
> O=C(N/N=C/c1ccc(O)cc1)c1ccncc1
    -1.1, -3.0, -4.4, -7.6, -0.2, 0.6, 5.4, -8.4, 4.5
> COCCCN1CCc2[nH]c(=S)[nH]c(=O)c2C1
    -6.2, -10.0, 0.1, 1.7, -0.3, -0.3, -0.2, 2.1, 0.2
> COc1ccc(-n2c(-c3ccc(F)cc3)cnc2SCC(=O)NCc2ccco2)cc1
    -8.7, 5.1, -28.4, -4.5, -1.2, -2.3, 11.1, -1.8, 5.0
> COc1ccc(NS(=O)(=O)c2cccc(C(=O)NCc3ccco3)c2)cc1
    0.5, -10.6, -8.9, 1.0, 2.3, 3.2, 5.3, -3.0, 5.1
> Cc1ccc(C(=O)OC(C)C(=O)Nc2ccc(S(N)(=O)=O)cc2)cc1S(=O)(=O)N1CCOCC1 (configuration not stated)
    -1.3, -16.4, -4.0, -6.0, -0.8, 0.5, 0.5, -10.9, 4.8
> CC(C)(CNC(=O)C1CCCN1C(=O)c1cccs1)N1CCOCC1 (configuration not stated)
    -3.4, 9.8, -3.0, -0.7, -0.5, -0.2, 6.5, 1.8, -2.1
> COc1ccc(N(C)C(=O)c2onc3c2CCCC3)cc1
    -8.2, 2.1, -8.9, -5.2, 1.9, -1.2, 0.9, -2.5, 4.3
> CCCC(=O)Nc1nc2c(OC)ccc(OC)c2s1
    -3.3, -8.3, -7.2, -1.5, -1.5, -2.7, -1.2, 3.5, -5.1
> O=C(CC(C(=O)N1CCc2ccccc21)n1ccnc1)NCc1ccccc1 (configuration not stated)
    -2.5, 16.1, -29.7, -8.3, -0.3, -1.7, -0.4, -11.2, -1.0
> CCCCN(CC)CCNC(=O)c1ccc2c(Cl)c3c(nc2c1)CCC3
    -9.7, -21.0, -17.8, -1.6, 1.8, 2.7, 1.7, 12.4, -7.6
> Cc1ccccc1NC(=S)c1nc2ccccc2[nH]1
    -8.5, 3.3, -5.6, -4.5, -1.6, -2.1, 5.7, 6.3, -3.3
> O=C1OC[C@@H]2CCCN2C(=O)[C@@H](CC(=O)N(CCO)Cc2ccccc2)C/C=C\C[C@@H]1Cc1ccc(F)cc1
    -1.3, 53.9*, -15.1, -1.6, 0.5, -0.8, 26.1, 0.7, -2.9
> CCC(=O)Nc1ccc(C(=O)OCc2ccc(Cl)c(Cl)c2)cc1
    -4.6, 13.7, -5.3, -6.4, 0.3, 1.2, 13.9, -4.5, 0.0
> Cc1ccc(S(=O)(=O)N(C)Cc2nc(-c3ccccn3)no2)cc1
    -2.6, -17.4, -2.5, -5.0, 0.1, -0.1, 5.2, 0.8, 2.7
> O=C(NCc1ccc(Cl)cc1)C(=O)NCC1OCCN1C(=O)c1cccs1 (configuration not stated)
    -12.1, -3.0, -7.1, 0.7, 1.0, -1.7, -1.6, 0.7, -0.5
> O=C(COc1cccnc1[N+](=O)[O-])N1CCc2ccccc21
    -9.5, 8.5, -5.8, -2.5, -1.1, -0.6, 4.8, 9.1, -9.3
> c1ccc(CCCNCC2COc3ccccc3O2)cc1 (configuration not stated)
    -10.1, 4.8, -11.9, -9.2, 0.7, 0.3, 3.2, -8.5, 8.5
> O=C(CC[C@H]1O[C@@H](n2ccc(=O)[nH]c2=O)[C@H](O)[C@@H]1O)NCc1ccccc1
    0.2, -13.0, nt, nt, nt, nt, -0.6, -24.3, 4.7
> CCCCCCCN1CCC(=O)N(CCO)CC1
    10.6, -1.9, -7.0, -3.2, 0.5, 1.0, 3.8, 3.3, -2.1
> O=C(COC(=O)Cc1ccccc1F)Nc1ccc2[nH]c(=O)[nH]c2c1
    -0.9, -13.6, -3.0, -3.8, 0.5, 0.1, 2.9, -5.8, 7.3
> Cc1cccc(C)c1NC(=O)CSc1nnc(-c2ccco2)c(-c2ccco2)n1
    -2.1, nt, 0.1, -21.9, -0.6, -0.8, nt, -0.7, 2.5
> Cc1cccc(-c2cnc3cccnn23)c1
    -2.2, -14.8, nt, nt, nt, nt, 0.3, 11.1, -7.1
> COc1ccc(-c2noc(CCC(=O)N3CCN(c4cccc(C(F)(F)F)c4)CC3)n2)cc1
    -1.8, 32.3, -2.3, -8.5, 5.7, 4.1, 6.5, 5.2, -6.1
> Cc1c(C(=O)NC2CCC(C)CC2)oc2ccccc12 (configuration not stated)
    -1.6, -28.2, -2.8, -3.1, -1.1, -2.4, 6.8, -10.3, 4.5
> N=c1cc(C2(O)CCCCC2)n2c(nc3ccccc32)s1
    -1.2, 5.3, -0.8, -1.1, -0.3, -1.7, 0.6, 2.5, -1.9
> N#CCSc1nnc(-c2cccnc2)n1-c1ccccc1
    -3.2, 12.7, -2.4, 0.1, 1.4, 0.3, 0.8, -8.6, 12.1

By substructure: those above containing a thiophene ring, fused or not (2)
Values run as follows: M1 ag, TAAR1 antag, CHO parental Ca, OXTR potentiator, V1R ag counter, OXTR ag, TAAR1 ag, M1 antag, CHRM1 PAM
> CC(C)(CNC(=O)C1CCCN1C(=O)c1cccs1)N1CCOCC1 (configuration not stated)
    -3.4, 9.8, -3.0, -0.7, -0.5, -0.2, 6.5, 1.8, -2.1
> O=C(NCc1ccc(Cl)cc1)C(=O)NCC1OCCN1C(=O)c1cccs1 (configuration not stated)
    -12.1, -3.0, -7.1, 0.7, 1.0, -1.7, -1.6, 0.7, -0.5

Single entries from the entries so far.
Entry of Cc1ccccc1NC(=O)COC(=O)c1cc(=O)c2ccccc2o1 in OXTR ag: 0.1
Entry of CCOC(=O)c1cn2nc(Oc3ccc(C(=O)OC)cc3)ccc2n1 in CHRM1 PAM: 8.8
Entry of O=C(O)CCSc1nnc(-c2ccncc2)n1-c1ccccc1 in OXTR ag: -0.3
Entry of CS(=O)(=O)NN1C(=O)c2ccccc2NC1c1ccccc1 (configuration not stated) in M1 ag: -3.8
Entry of Cc1cccc(-c2cnc3cccnn23)c1 in M1 ag: -2.2
Entry of O=C(CC[C@H]1O[C@@H](n2ccc(=O)[nH]c2=O)[C@H](O)[C@@H]1O)NCc1ccccc1 in TAAR1 ag: -0.6
Entry of O=C(NCc1ccc(Cl)cc1)C(=O)NCC1OCCN1C(=O)c1cccs1 (configuration not stated) in CHRM1 PAM: -0.5
